Compound activity from PubChem.
PPARg SRC-2 ag = promotes SRC-2 coactivator recruitment by human PPARgamma; actives 0.34% (n = 200,000); P37231; PPARgamma LBD-SRC-2 recruitment, biochemical; activation, % at 8 µM; AID 1032; in the data active means activation above about 22%;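 further: 0% = vehicle and 100% = reference agonist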
SRC2 TRFRET art = flags TR-FRET format artefacts in PPARgamma SRC-2 recruitment agonist screen. TR-FRET artefact counter-screen; stronger effect = higher value. TR-FRET ratio at 8 µM. actives 0.4% (n = 200,000); in the data active means TR-FRET ratio above about 2000; further: inactives centre near 1500; reference of the scale not given here
ROMK primary = modulators of human ROMK potassium channel. AID 1918. B-score at 10 µM. actives 2% (n = 130,000). P48048. Tet-inducible ROMK, thallium flux fluorescence; actives lie on both sides;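 active means signal ratio slope over the read window, or its plate-corrected B-score, at least 3 SD from the plate mean, either direction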;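 further: B-score of the F/F0 ratio slope over 7 to 12 s after thallium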
PPARg SRC1 recr = promotes SRC-1 coactivator recruitment by human PPARgamma; actives 0.41% (n = 200,000); activation, % at 8 µM; P37231; PPARgamma-SRC-1 coactivator recruitment biochemical assay; in the data active means activation above about 19%;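 further: 0% = DMSO and 100% = reference agonist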
Lmaj promast = Leishmania major promastigote growth inhibition; Leishmania major promastigotes, resazurin fluorescence viability; inhibition, % at 10 µM; actives 9% (n = 200,000); AID 1063; in the data active means inhibition above about 50%;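 further: promastigotes grown with compound for 44 hours at 28 °C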
bIAP inh = blocks bovine intestinal alkaline phosphatase activity. 190,000 tested, under 10 active. purified bovine IAP, CDP-star luminescence, 30 min. inhibition, % at 20 µM;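 active means over 50% inhibition of intestinal alkaline phosphatase at 20 µM in the single-dose screen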
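Assay system – bovine IAP enzyme · Quantity – bovine IAP at 1/65,000,000 final dilution · Detection – CDP-star luminescence signal · Times – 30 min reaction at room temperature · Also added – CDP-star substrate at 30 µM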
TLR4-MyD88 BLA = blocks binding of human TLR4 to MyD88 | O00206+Q99836 | HeLa CL3-4 TLR4/MyD88 BLA complementation, FRET ratio | inhibition, % at 8.4 µM | actives 0.18% (n = 200,000); in the data active means inhibition above about 25%;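 further: 0% = vehicle and 100% = reference inhibitor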
Target sequence (O00206 whole entry, looked up): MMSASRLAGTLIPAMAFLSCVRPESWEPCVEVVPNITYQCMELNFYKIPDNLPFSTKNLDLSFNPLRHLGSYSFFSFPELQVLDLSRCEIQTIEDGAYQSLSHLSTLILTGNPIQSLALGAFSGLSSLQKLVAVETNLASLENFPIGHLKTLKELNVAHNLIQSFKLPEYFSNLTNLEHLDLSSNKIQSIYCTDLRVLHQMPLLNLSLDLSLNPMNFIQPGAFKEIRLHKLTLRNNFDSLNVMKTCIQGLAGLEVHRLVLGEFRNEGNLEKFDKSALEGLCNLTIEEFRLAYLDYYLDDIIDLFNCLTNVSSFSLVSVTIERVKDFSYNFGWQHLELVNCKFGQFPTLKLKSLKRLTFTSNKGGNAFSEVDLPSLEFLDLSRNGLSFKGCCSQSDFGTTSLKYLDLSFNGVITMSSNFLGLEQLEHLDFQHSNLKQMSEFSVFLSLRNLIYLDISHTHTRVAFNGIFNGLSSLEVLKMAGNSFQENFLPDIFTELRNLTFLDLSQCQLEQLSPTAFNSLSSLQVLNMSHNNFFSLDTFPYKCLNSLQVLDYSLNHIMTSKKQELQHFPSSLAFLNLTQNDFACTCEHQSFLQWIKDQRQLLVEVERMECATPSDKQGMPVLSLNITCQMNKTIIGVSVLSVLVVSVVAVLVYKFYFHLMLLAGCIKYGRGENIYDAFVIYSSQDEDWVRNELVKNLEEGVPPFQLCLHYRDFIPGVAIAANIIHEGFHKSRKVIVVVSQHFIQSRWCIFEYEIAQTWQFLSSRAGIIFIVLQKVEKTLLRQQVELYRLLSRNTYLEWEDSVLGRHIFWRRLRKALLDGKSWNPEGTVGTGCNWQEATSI
Target sequence (Q99836 whole entry, looked up): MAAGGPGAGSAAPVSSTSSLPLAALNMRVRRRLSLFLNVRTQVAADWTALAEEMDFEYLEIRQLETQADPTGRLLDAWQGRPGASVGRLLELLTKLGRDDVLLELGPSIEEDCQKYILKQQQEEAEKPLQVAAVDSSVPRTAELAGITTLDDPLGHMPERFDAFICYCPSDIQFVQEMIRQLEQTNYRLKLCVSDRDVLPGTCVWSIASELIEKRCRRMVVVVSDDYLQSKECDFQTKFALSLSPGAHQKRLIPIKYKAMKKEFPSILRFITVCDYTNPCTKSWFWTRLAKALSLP
bIAP activator = increases bovine intestinal alkaline phosphatase activity; purified bovine IAP, CDP-star luminescence, 30 min; stronger effect = higher value; fold of DMSO-control signal, blank-subtracted; activation factor at 20 µM; actives 0.17% (n = 200,000); AID 1016;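 active means activation factor of 2 or more at 20 µM, a signal rise over negative controls twice the positive control's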
Redox H2O2 prof = compounds producing H2O2 with reducing agent – biochemical, NIH compound library profiling, artefact control for MLSCN library redox annotation, primary screen; DTT-dependent redox cycling H2O2, phenol red/HRP absorbance; 100% = 100 µM peroxide control, 0% = buffer; activation, % at 10 µM; actives 0.03% (n = 200,000); AID 878;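 active means activation of at least 50% relative to the plate's high and low controls in the primary single-dose screen; inactive means activation below 50%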;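 further: compound incubated with DTT at 0.8 mM final as the reducing agent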
S1P3 antagonist = antagonists of human S1P3 receptor; AID 485; inhibition, % at 4.98 µM; Q99500; CHO S1P3 NFAT-BLA reporter, FRET fluorescence, antagonist mode; actives 0.27% (n = 170,000);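 active means inhibition above the plate cutoff, the mean inhibition of test wells on that plate plus 3 SD, cut at about 28% in these data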;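 further: cells challenged with S1P at its EC80 of 0.8 µM; blue over green emission ratio from cleaved BLA substrate after 4 h stimulation; 0% = S1P-stimulated wells and 100% = unstimulated DMSO-only wells; some compounds past the cut are filed as inactive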
PPARg SRC3 recr = agonists of human PPARgamma SRC-3 coactivator recruitment | P37231 | actives 0.26% (n = 200,000) | biochemical PPARgamma/SRC-3 coactivator recruitment assay | activation, % at 8 µM; in the data active means activation above about 23%;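 further: 0% = DMSO and 100% = reference agonist; some compounds past the cut are filed as inactive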
The depositor's hits bear a star; . = no result given.

SMILES	PPARg SRC-2 ag	SRC2 TRFRET art	ROMK primary	PPARg SRC1 recr	Lmaj promast	bIAP inh	TLR4-MyD88 BLA	bIAP activator	Redox H2O2 prof	S1P3 antagonist	PPARg SRC3 recr
Cc1cc(N/C(=N/S(=O)(=O)c2ccc(F)cc2)c2ccccc2)n(-c2ccccc2)n1	9	1535	-0.0081	6	-2	-8	4	1.1	-0.4	-1	2
COc1ccc(CCC(C)Nc2cccc(F)c2)cc1 (stereo not given)	7	1477	.	11	50	6	-14	0.9	1.1	.	3
CNC(=S)NN(C)c1nc(C)cc(C)n1	0	1615	.	5	-8	-5	-2	1	-0.1	0	2
CCC(CO)NCc1ccc(OC2CCCC2)cc1 (stereo not given)	-3	1544	.	2	86*	2	-6	1	-3.5	.	5
CCOc1ccc(C(NC(=O)/C=C/c2ccco2)c2ccc(OC)c(OC)c2)cc1 (stereo not given)	0	1429	.	-6	9	13	-7	0.9	0.2	-3	-5
COc1cc(OC)cc(-c2nnc(Sc3ccc(C=O)cc3[N+](=O)[O-])o2)c1	11	1695	.	4	52*	3	17	1	0.8	.	4
C=CCn1c(O)c(N=NC(=S)Nc2ccc(OC)c(Cl)c2)c2ccccc21	5	1549	0.34	-7	97*	6	2	0.9	0.2	-20	-1
CCOC(=O)CSc1nc(C2CC2)cc(-c2ccc(Cl)cc2)c1C#N	1	1545	.	6	-2	0	-2	1	1.1	2	0
COc1ccc(C)cc1S(=O)(=O)Nc1cccnc1	-3	1354	.	2	-7	5	6	1	-1.9	-5	2
COc1ccc(N(CC(=O)NCc2ccco2)S(=O)(=O)c2ccc(OC)c(OC)c2)cc1	5	1485	.	6	-7	1	4	1	-2.5	-17	-8
COC(=O)c1ccc(C(=O)OC)c(NS(C)(=O)=O)c1	0	1385	0.42	-3	0	9	1	0.9	0.0	-10	6
O=c1cc(N2CCN(c3ccccc3)CC2)[nH]c(=O)n1C1CCCCC1	-1	1710	0.1	6	6	-7	-12	1.1	-0.1	6	-2
O=C(Cn1cccc1C(=O)c1ccccc1)NCc1cccc(Cl)c1	1	1484	0.28	0	8	-5	-6	1	0.3	1	2
COc1ccc(C(=O)Nc2nnc(-c3cccs3)s2)cc1	7	1538	2.3	6	-2	4	-7	1	-0.2	.	6
COc1cccc(/C=N/NC(=O)c2nc(-c3ccccc3)cc(-c3ccccc3)n2)c1	-2	1498	.	3	40	4	-11	1	2.4	.	-15
Cc1ccccc1NS(=O)(=O)c1ccc(C2CNC(=O)C2)cc1 (stereo not given)	3	1548	-0.3	-8	-5	6	7	0.9	0.7	-8	7
COc1ccc(NC(C)=O)cc1C	3	1473	.	-7	-2	-1	4	1	0.1	1	0
CCC(CC)N=C1NS(=O)(=O)c2cc([N+](=O)[O-])ccc21	-3	1469	0.016	-11	99*	-5	8	1.1	-0.5	7	0
O=C(O)c1ccccc1N1C(=O)C2C3c4ccccc4C(Br)(c4ccccc43)C2C1=O (stereo not given)	3	1565	-0.015	8	-8	11	-17	0.9	-0.7	6	8
COCCCNC(CC(=O)Nc1ccc(OC)cc1OC)C(=O)O (stereo not given)	10	1492	-1	2	-4	-5	2	1.1	4.0	16	-4
Cc1cccc(NC(=O)CN2C(=O)COc3ccc(Cl)cc32)c1C	0	1607	.	7	-2	1	8	1	-0.6	17	-4
Cc1ccc(NC(=O)C2CCN(S(=O)(=O)c3cccs3)CC2)cc1C	-4	1425	-0.26	6	-4	2	1	1	0.3	.	2
Cc1nn(-c2ccccc2)c(C)c1S(=O)(=O)O	0	1265	-0.46	-8	12	0	-20	1	-1.0	-11	-5
Cn1c(SCC(=O)Nc2ccccc2)nc(O)cc1=O	-2	1536	.	2	-9	-3	-2	1	5.5	1	-2
Cc1nc2scc(-c3ccco3)c2c(=O)n1/N=C/N(C)C	4	1595	0.41	11	2	14	10	0.9	-2.0	45	11
CCn1c(COc2cccc(C)c2)nnc1SCC(=O)CC(=O)Nc1ccccc1OC	-1	1374	-0.14	6	-4	-3	5	1	1.3	4	-8
CCc1nnc(NC(=O)[C@@H](NC(=O)c2cc(OC)cc(OC)c2)C(C)C)s1	4	1669	0.86	2	2	14	4	0.9	-1.3	-7	4
COCCn1c(C)cc(C(=O)COC(=O)c2cncc(Br)c2)c1C	6	1440	-0.18	4	-2	4	-4	1	-0.2	6	0
COc1cccc(C(C(=O)NC(C)(C)C)N(C(=O)CCC(=O)Nc2cc(C)on2)C2CC2)c1OC (stereo not given)	-4	1600	-0.86	-3	21	6	0	0.9	1.4	-17	7
NC(N)=NC(N)=NCCc1ccccc1	12	1748	.	17	-3	-7	-6	1.1	-0.3	-4	5
CCOC(=O)c1c(C)[nH]c2c1cc(O)c1ccccc12	6	1693	.	5	12	8	6	0.9	2.6	.	10
Cc1cccn2c(=O)c3cc(C(=O)N4c5ccccc5CC4C)n(C)c3nc12 (stereo not given)	3	1637	0.9	8	17	10	1	0.9	-3.0	8	3
O=S1(=O)N=C(Nc2ccc(S(=O)(=O)N3CCCCC3)cc2)c2ccccc21	4	1654	.	9	-10	10	12	0.9	-3.5	-7	3
COc1cccc(CC2(CO)CCN(C(=O)NC3CCCCC3)CC2)c1	2	1500	-0.1	1	1	-6	-16	1.1	-1.0	10	2
CCN1CCN(C(=O)c2sc3nc(C)nc(N4CCC(C)CC4)c3c2C)CC1	6	1711	-0.18	6	-2	-9	-6	1.1	-1.7	28	3
CCCN(C(=O)c1ccco1)c1nnc(-c2ccncc2)s1	2	1677	-0.71	0	0	-24	-2	1.2	1.8	.	-4
Cc1noc(/C=C/c2ccco2)c1S(=O)(=O)N1CCC(C(=O)N2c3ccccc3CC2C)CC1 (stereo not given)	-2	1468	.	4	43	1	5	1	-1.5	41	8
CCc1ccc2oc(-c3cc(N=Cc4cccc(OC)c4O)ccc3O)nc2c1	5	1709	1.1	7	3	1	-8	1	-1.8	20	-7
Cc1ccc2nc(-c3ccsc3)c(NC3CCCC3)n2c1	-13	1446	-0.56	7	35	-10	-2	1.1	-0.9	-7	2
N#Cc1c(-c2ccco2)nc(NCC2CCCO2)[nH]c1=O (stereo not given)	14	1554	2.7	12	-8	20	-1	0.8	-0.7	-8	11
S=c1[nH]nc(-c2ccccc2)n1/N=C/c1cccs1	1	1583	.	2	-4	4	-4	1	-0.7	.	5
O=C(COC(=O)c1cc(-c2ccncc2)nc2ccccc12)Nc1ccc2c(c1)OCO2	-4	1716	.	8	29	11	-7	0.9	-0.6	1	0
COc1ccc(-c2ccc(CCC(=O)O)n2CC2CCCO2)cc1 (stereo not given)	12	1669	-0.058	5	-4	-8	-1	1.1	0.4	5	1
Cc1cc(NC(=O)CSc2ccc(-c3ccccc3)nn2)no1	-4	1434	.	5	20	6	0	0.9	1.2	.	3
C/C(=N\NC(=S)Nc1c(C)cccc1C)c1cc2ccccc2o1	-1	1572	-0.014	3	9	-6	-15	1.1	-0.3	7	6
COc1cccc(C2C3=C(CC(C)(C)CC3=O)Nc3cc4c(cc32)OCO4)c1 (stereo not given)	-2	1513	.	0	100*	3	4	1	-1.3	.	7
CCOc1cc(/C=N/NC(=O)c2ccc(CN3CCOCC3)cc2)ccc1OCc1ccccc1	-2	1663	0.029	4	98*	5	-1	1	-0.7	-14	3
COCCCN1C(=O)C(=O)/C(=C(/O)c2ccc(OC)cc2)C1c1cccc(OC)c1 (stereo not given)	8	1795	.	1	-4	-1	-6	1	0.5	-1	7
Clc1ccccc1OCCn1ccnc1	5	1602	.	1	0	12	5	0.9	1.9	-5	7
Nc1c(C(=O)c2ccc(Br)s2)oc2ccccc12	5	1394	.	5	-7	.	23	0.4	-1.0	-24	7
Cc1cc(C)c(C#N)c(SCC(=O)N2CCCCC2)n1	3	1599	.	-1	0	-1	2	1	1.1	-30	2
O=C(COC(=O)CCc1nc2ccccc2c(=O)[nH]1)NC1CCS(=O)(=O)C1 (stereo not given)	-3	1381	0.045	2	-4	1	9	1	0.2	0	4
CSc1nc(Oc2cccc(C(F)(F)F)c2)cc(C(F)(F)F)n1	7	1650	.	0	-4	8	9	0.9	3.2	.	7
CCC1(c2ccccc2)NC(=O)N(Cc2cccc([N+](=O)[O-])c2)C1=O (stereo not given)	5	1505	-0.47	4	10	14	-5	0.9	-1.8	13	2
COc1ccc(C(=O)NCc2ccc(-c3nc4ccccc4s3)cc2)cc1OC	5	1474	0.38	-4	2	1	18	1	0.3	.	-8
CCOC(=O)C1=C(C)N=C2c3ccccc3C(=O)C2C1c1ccccc1 (stereo not given)	8	1479	0.63	9	-3	10	-20	0.9	1.5	.	9
CCCOC(=O)CCCCC1SCC(NC(=O)OC)C1NC(=O)OC (stereo not given)	8	1533	.	6	-9	2	-1	1	-3.1	-12	-2
Cc1ccccc1C1CC(c2cccs2)=NN1S(C)(=O)=O (stereo not given)	8	1567	.	4	-4	18	-1	0.8	-0.4	-7	5
COC(=O)c1cccnc1-n1c(=O)c2cccnc2n(Cc2cccc([N+](=O)[O-])c2)c1=O	0	1250	0.43	2	7	3	-6	1	0.2	-4	2
Cc1cc(N2C(=O)CC(Cc3ccccc3)C2=O)no1 (stereo not given)	-4	1429	.	-12	-2	6	8	0.9	1.5	-51	-4

Compound profiles, from the list above. Order of values: PPARg SRC-2 ag	SRC2 TRFRET art	ROMK primary	PPARg SRC1 recr	Lmaj promast	bIAP inh	TLR4-MyD88 BLA	bIAP activator	Redox H2O2 prof	S1P3 antagonist	PPARg SRC3 recr
`COc1ccc(CCC(C)Nc2cccc(F)c2)cc1` (stereo not given) is listed with 7	1477	.	11	50	6	-14	0.9	1.1	.	3
`O=C(COC(=O)c1cc(-c2ccncc2)nc2ccccc12)Nc1ccc2c(c1)OCO2` is listed with -4	1716	.	8	29	11	-7	0.9	-0.6	1	0
`Cc1ccc2nc(-c3ccsc3)c(NC3CCCC3)n2c1` is listed with -13	1446	-0.56	7	35	-10	-2	1.1	-0.9	-7	2

The list continues:
SMILES	PPARg SRC-2 ag	SRC2 TRFRET art	ROMK primary	PPARg SRC1 recr	Lmaj promast	bIAP inh	TLR4-MyD88 BLA	bIAP activator	Redox H2O2 prof	S1P3 antagonist	PPARg SRC3 recr
Cc1ccc(OCC(O)Cn2c(=N)n(CCN3CCCCC3)c3ccccc32)cc1 (stereo not given)	3	1470	.	0	100*	-44	19	1.4	-0.7	-7	-5
CC1CC(=O)NN=C1c1ccc(N(C)C)c([N+](=O)[O-])c1 (stereo not given)	13	1559	.	5	-2	27	-22	0.7	-0.8	.	0
CCCCn1nc(-c2ccccc2)c2nc3ccccc3nc21	1	1473	.	3	-3	-6	49*	1.1	3.6	.	7
CC(C)Oc1ccc(/C(O)=C2/C(=O)C(=O)N(CCCn3ccnc3)C2c2cccnc2)cc1 (stereo not given)	-8	1646	.	-1	-9	7	7	0.9	0.4	9	1
